# GAA spleen mod: inhibits or activates alpha-glucosidase in human spleen homogenate; human spleen homogenate, 4-MU-alpha-glucoside fluorescence; AID 2112; Potency, µM (series often up to 79.9 µM), inactives show top-dose activity change, negative = inhibition, most hits filed as inhibitors; P10253; 240,000 tested, 0.006% active;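 further: 0% = enzyme with vehicle and -100% = no enzyme basal signal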
#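 Enzyme source: human spleen homogenate, 1 ug/well. Buffer 50 mM citric acid/K phosphate pH 5.0, 0.01% Tween-20. 4-MU-alpha-glucoside 1 mM; 37 C x 40 min; NaOH/glycine stop; fluorescence.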
# Epigenetic derep: derepresses silenced GFP reporter in murine cells. murine LDR cells, GFP reporter derepression, 30 h. Potency, µM (top dose mostly 53.9 µM), for the others: top-dose GFP activation, most hits filed as activators. 280,000 tested, 0.2% active; further: % of control where 0% means no effect; nearly all actives have a fitted effect of over 60% in size
#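 Readout is the number of GFP-expressing murine LDR cells, counted by cytometry following washing. Cells were treated with compound for 30 h at 37 C; the stably integrated CMV-GFP locus is normally silent.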
# GAA inhib: alpha-glucosidase (human) inhibition | Potency, µM (series often up to 76.9 µM), for the others: at the top dose activity change, negative = inhibition, most hits filed as inhibitors | 200,000 tested, 0.005% active | AID 1466 | purified human GAA, 4-MU-alpha-glucoside fluorescence | P10253;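 further: plate controls were uninhibited enzyme wells for no effect and no-enzyme background for full effect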
#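 Fluorescence at Ex 365/Em 440 nm from 4-methylumbelliferone reported enzyme activity after 20 min at room temperature. Reactions used 4 nM enzyme and 400 uM substrate at pH 5.0; curves fitted with the Hill equation.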
# NPSR antag: antagonists of human neuropeptide S receptor cAMP signaling. 220,000 tested, 1% active. Q6W5P4. CHO-NPSR cells, cAMP TR-FRET, antagonist mode. Potency, µM (titrated, usually from 38.3 µM), for the others: at the highest dose activity change, negative = inhibition, most hits filed as inhibitors; further: on the % scale 0 is the no-effect control and ±100 the full control effect; nearly all actives have a fitted effect of over 50% in size; many of its hits are not listed in these tables
# Target sequence (Q6W5P4 whole entry, looked up): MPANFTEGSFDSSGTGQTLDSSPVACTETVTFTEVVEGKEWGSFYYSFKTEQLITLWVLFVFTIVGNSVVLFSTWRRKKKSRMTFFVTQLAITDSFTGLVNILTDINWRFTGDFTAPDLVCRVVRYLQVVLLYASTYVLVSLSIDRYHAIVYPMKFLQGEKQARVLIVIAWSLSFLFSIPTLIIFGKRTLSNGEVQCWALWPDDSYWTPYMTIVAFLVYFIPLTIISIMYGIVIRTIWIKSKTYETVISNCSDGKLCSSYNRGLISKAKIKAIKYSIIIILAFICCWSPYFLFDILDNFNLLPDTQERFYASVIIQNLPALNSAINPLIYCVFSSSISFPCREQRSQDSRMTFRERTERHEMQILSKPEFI
# GAA glycogen: alters human alpha-glucosidase cleavage of glycogen; P10253; recombinant GAA, glycogen substrate, Amplex Red glucose oxidase fluorescence; Potency, µM (top dose mostly 76.4 µM), without a hit: top-dose activity change, negative = inhibition, most hits filed as inhibitors; 300,000 tested, 0.38% active; AID 2100;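 further: 0% = full enzyme reaction and -100% = no-enzyme basal signal; the screen sought inhibitors and activators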
#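 qHTS, 1536-well; enzyme 4 nM final; cpd up to 77 uM; substrate bovine liver glycogen 30 ug; 50 mM citrate/phosphate pH 5.0, 0.01% Tween-20; 37 C, 40 min; Amplex Red detection 45 min RT; Hill fit → AC50.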
# aGal spleen mod: alpha-galactosidase A (human) modulation; Potency, µM (doses to about 80 µM), inactives show top-dose activity change, negative = inhibition, actives largely listed as inhibitors; 240,000 tested, 0.008% active; human spleen homogenate, 4MU-alpha-Gal fluorescence, 40 min;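 further: 0% = enzyme with vehicle and -100% = no enzyme basal signal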
#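 Human spleen homogenate (1 ug) was the enzyme source, with 4-methylumbelliferyl-alpha-D-galactopyranoside (1 mM final) in pH 5.0 citrate buffer with 0.01% Tween-20. Compounds were titrated; after 40 min at 37C, NaOH/glycine stop, 4-MU fluorescence read; AC50 from Hill fits.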
# ALDH1A1 block: ALDH1A1 (human) enzyme inhibition. P00352. Purified ALDH1A1, NADH fluorescence, propionaldehyde substrate. Potency, µM (highest dose often 75.3 µM), without a hit: top-dose activity, negative = inhibition, actives largely listed as inhibitors. 220,000 tested, 7.3% active. AID 1030; active means well fitted inhibition curve with a large enough effect, not every such curve was filed as active; inconclusive means small, poorly fitted or top-dose-only effect, or another doubt; inactive means no such curve, though single readings can be large or run the other way;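 further: plate controls were no enzyme wells and a reference inhibitor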
# Target sequence (P00352 whole entry, looked up): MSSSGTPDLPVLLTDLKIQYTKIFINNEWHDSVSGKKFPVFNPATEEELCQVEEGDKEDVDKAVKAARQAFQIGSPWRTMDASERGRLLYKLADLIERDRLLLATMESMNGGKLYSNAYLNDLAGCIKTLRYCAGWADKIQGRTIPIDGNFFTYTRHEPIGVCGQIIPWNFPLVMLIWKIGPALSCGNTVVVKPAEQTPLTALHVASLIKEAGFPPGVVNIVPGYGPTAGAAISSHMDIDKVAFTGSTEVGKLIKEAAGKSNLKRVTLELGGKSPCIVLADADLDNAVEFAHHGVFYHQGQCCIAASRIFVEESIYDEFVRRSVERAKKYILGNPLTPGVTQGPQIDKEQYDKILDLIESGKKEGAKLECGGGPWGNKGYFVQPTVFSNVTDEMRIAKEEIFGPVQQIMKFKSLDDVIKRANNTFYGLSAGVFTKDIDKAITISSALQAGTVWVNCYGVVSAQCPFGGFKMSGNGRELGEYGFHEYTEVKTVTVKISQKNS
# Tau fluor cs: counter-screen for tau fibril formation inhibitors | tau K18 P301L (four-repeat tau fragment) Alexa594 fluorescence, heparin fibrillization | 280,000 tested, 0.93% active | Potency, µM (top dose mostly 57.7 µM), without a hit: at the top dose activity change, negative = decrease; further: on the % scale 0 is the no-effect control and ±100 the full control effect; nearly all actives have a fitted effect of over 55% in size
#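 Human K18 P301L tau (15 uM unlabeled plus 0.24 uM Alexa 594-labeled, final) in 100 mM sodium acetate pH 7 was mixed with compound and 20 uM heparin and incubated 6 hr at 37 C.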
# * = called active by the depositor; ? = inconclusive; nt = not tested or not shown; [ ] = remark or other dose. Unless noted, the call rests on the fitted dose curve; in most records, active means well fitted curve in the direction sought with a large enough effect; inconclusive means small, poorly fitted or top-dose-only effect, or another doubt; inactive means no such curve, though single readings can be large; an effect the other way counts as inactive or inconclusive. Potency means the concentration at half of the fitted maximal effect. A portion of the library (hit frequency here may not be typical).
(1) CN(C)Cc1nc2ccccc2c(=O)n1Cc1nc(-c2cc3ccccc3o2)cs1
(2) O=C1COc2ccc3ccccc3c2CN1
(3) CCCCC1=CC2=CC(=O)C(C)(OC(=O)c3ccc(Cl)nc3)C(=O)C2=CO1 (configuration not stated)
(4) CCc1ccccc1N(CC)C(=O)c1cn(C)c(=O)c2cc(OC)c(OC)cc12
(5) COc1ccc(Cl)cc1NC(=O)/C=C\C(=O)O
(6) O=C(Nc1cccc(-c2cnc3ccccc3n2)c1)c1cccc(NC(=O)c2ccco2)c1
Screen / compound no.	1	2	3	4	5	6
GAA spleen mod	-8.1%	-8.8%	-5.4%	3.9%	0.1%	-0.6%
Epigenetic derep	0.9%	0.0%	2.0%	-0.9%	0.0%	0.7%
GAA inhib	-9.0%	-4.9%	nt	0.2%	-1.8%	-7.5%
NPSR antag	-19.2%[46.1 µM]	6.2%[46.1 µM]	nt	-7.4%[46.1 µM]	-21.9%[46.1 µM]	?
GAA glycogen	-1.3%	-2.3%	nt	4.1%	1.4%	-2.7%
aGal spleen mod	5.7%	-5.2%	-0.5%	-0.7%	-8.5%	-0.2%
ALDH1A1 block	-3.5%	3.9%	7.8%	5.9%	0.0%	?
Tau fluor cs	-14.8%	-9.5%	-18.8%	2.1%	5.5%	?

(7) O=C(COC(=O)C1=COCCO1)Nc1ncc(C(F)(F)F)cc1Cl
(8) NC(=O)c1c(NC(=S)Nc2ccc(F)cc2)sc2c1CCCC2
(9) Cc1cccc(/C=N/NC(=O)Cn2nccc2C)n1
(10) Cc1ccccc1NC(=O)CN1C(=O)NC(C)(CCc2ccccc2)C1=O (configuration not stated)
(11) O=C(CN1C(=O)C2C3c4ccccc4C(c4ccccc43)C2C1=O)Nc1cccc(C(=O)O)c1 (configuration not stated)
(12) CC(=O)n1cc(/C=N/NC(N)=S)c2ccccc21
Screen / compound no.	7	8	9	10	11	12
GAA spleen mod	-1.2%	-3.8%	-2.8%	-4.4%	5.6%	-2.9%
Epigenetic derep	-1.6%	0.0%	0.0%	-0.5%	-4.3%	-2.8%
GAA inhib	-5.9%	6.2%	-2.0%	-3.3%	-3.9%	?
NPSR antag	-9.2%[46.1 µM]	8.2%	1.9%[46.1 µM]	1.5%	4.2%	1.2%
GAA glycogen	7.4%	?	-4.9%	8.1%	2.4%	-10.5%
aGal spleen mod	-1.0%	-1.8%	-3.4%	-9.1%	6.7%	-1.4%
ALDH1A1 block	3.4%	10µM*	8.3%	1.0%	1.0%	0.7%
Tau fluor cs	-4.9%	?	-7.5%	4.0%	8.0%	-8.1%

(13) CSC1=C(C#N)C(c2ccc(C(C)C)cc2)CC(=O)N1 (configuration not stated)
(14) O=C1C(Cl)=C(N2CCOCC2)C(=O)N1c1ccccc1
(15) Cc1ccc([N+](=O)[O-])c(C)[n+]1C
(16) CC1(C)CC(CC(=O)O)C(=O)O1 (configuration not stated)
(17) Cn1c(CS(=O)Cc2c(Cl)cccc2Cl)nnc1SCc1c(Cl)cccc1Cl (configuration not stated)
(18) Fc1cccc(F)c1/C=C/c1ccc2ccccc2n1
Screen / compound no.	13	14	15	16	17	18
GAA spleen mod	0.5%	-13.8%	nt	-3.1%	-6.8%	-10.3%
Epigenetic derep	-4.3%	-1.1%	-0.5%	-1.0%	0.6%	0.1%
GAA inhib	-3.9%	-10.5%	-9.5%	-10.7%	-4.0%	-27.4%
NPSR antag	-7.9%[46.1 µM]	-1.6%[46.1 µM]	-17.2%	-0.4%[46.1 µM]	-8.3%[46.1 µM]	-7.2%[46.1 µM]
GAA glycogen	-5.2%	4.4%	3.9%	4.0%	0.9%	-7.8%
aGal spleen mod	-2.4%	10.6%	1.5%	-11.1%	0.0%	1.2%
ALDH1A1 block	?	-8.3%	-2.5%	-1.1%	?	-9.0%
Tau fluor cs	-7.5%	?	?	-8.1%	-11.7%	-14.7%

# No new results follow: 12 of the compounds above.
(6) O=C(Nc1cccc(-c2cnc3ccccc3n2)c1)c1cccc(NC(=O)c2ccco2)c1
(7) O=C(COC(=O)C1=COCCO1)Nc1ncc(C(F)(F)F)cc1Cl
(8) NC(=O)c1c(NC(=S)Nc2ccc(F)cc2)sc2c1CCCC2
(9) Cc1cccc(/C=N/NC(=O)Cn2nccc2C)n1
(10) Cc1ccccc1NC(=O)CN1C(=O)NC(C)(CCc2ccccc2)C1=O (configuration not stated)
(11) O=C(CN1C(=O)C2C3c4ccccc4C(c4ccccc43)C2C1=O)Nc1cccc(C(=O)O)c1 (configuration not stated)
(12) CC(=O)n1cc(/C=N/NC(N)=S)c2ccccc21
(13) CSC1=C(C#N)C(c2ccc(C(C)C)cc2)CC(=O)N1 (configuration not stated)
Screen / compound no.	6	7	8	9	10	11	12	13
GAA spleen mod	-0.6%	-1.2%	-3.8%	-2.8%	-4.4%	5.6%	-2.9%	0.5%
Epigenetic derep	0.7%	-1.6%	0.0%	0.0%	-0.5%	-4.3%	-2.8%	-4.3%
GAA inhib	-7.5%	-5.9%	6.2%	-2.0%	-3.3%	-3.9%	?	-3.9%
NPSR antag	?	-9.2%[46.1 µM]	8.2%	1.9%[46.1 µM]	1.5%	4.2%	1.2%	-7.9%[46.1 µM]
GAA glycogen	-2.7%	7.4%	?	-4.9%	8.1%	2.4%	-10.5%	-5.2%
aGal spleen mod	-0.2%	-1.0%	-1.8%	-3.4%	-9.1%	6.7%	-1.4%	-2.4%
ALDH1A1 block	?	3.4%	10µM*	8.3%	1.0%	1.0%	0.7%	?
Tau fluor cs	?	-4.9%	?	-7.5%	4.0%	8.0%	-8.1%	-7.5%

(14) O=C1C(Cl)=C(N2CCOCC2)C(=O)N1c1ccccc1
(15) Cc1ccc([N+](=O)[O-])c(C)[n+]1C
(16) CC1(C)CC(CC(=O)O)C(=O)O1 (configuration not stated)
(17) Cn1c(CS(=O)Cc2c(Cl)cccc2Cl)nnc1SCc1c(Cl)cccc1Cl (configuration not stated)
Screen / compound no.	14	15	16	17
GAA spleen mod	-13.8%	nt	-3.1%	-6.8%
Epigenetic derep	-1.1%	-0.5%	-1.0%	0.6%
GAA inhib	-10.5%	-9.5%	-10.7%	-4.0%
NPSR antag	-1.6%[46.1 µM]	-17.2%	-0.4%[46.1 µM]	-8.3%[46.1 µM]
GAA glycogen	4.4%	3.9%	4.0%	0.9%
aGal spleen mod	10.6%	1.5%	-11.1%	0.0%
ALDH1A1 block	-8.3%	-2.5%	-1.1%	?
Tau fluor cs	?	?	-8.1%	-11.7%

# Next part.
(19) CSc1ccccc1C(=O)NCCSC(C)(C)C
(20) CC(C)(C)n1nnnc1C(c1cccs1)N(Cc1ccccc1)Cc1cccnc1 (configuration not stated)
(21) CC(Sc1nnc(-c2ccco2)o1)C(=O)NCCC1=CCCCC1 (configuration not stated)
(22) CCOC(=O)C(CC)Sc1ncnc2c1nnn2-c1ccc(F)cc1 (configuration not stated)
(23) O=c1[nH]c(Cc2ccccc2)nc2c1oc1ccccc12
(24) NC(=O)CSc1nnc(-c2cc3ccccc3o2)n1Cc1ccccc1
(25) CCCS(=O)(=O)c1nc(S(=O)(=O)c2ccc(C)cc2)c(N2CCCC2)s1
(26) COC(=O)C1=CC(C(=O)c2cccs2)=NN(c2ccc(OC)cc2)C1C(=O)OC (configuration not stated)
Screen / compound no.	19	20	21	22	23	24	25	26
GAA spleen mod	3.3%	-3.0%	8.3%	3.3%	9.0%	-15.1%	0.0%	-6.7%
Epigenetic derep	-0.6%	-4.8%	3.2%	?	6.8%	0.0%	0.0%	10.8%
GAA inhib	-8.1%	-6.5%	3.5%	-1.3%	-5.4%	-5.0%	6.1%	-33.7%
NPSR antag	-1.1%[46.1 µM]	?	0.6%	-25.3%[46.1 µM]	0.5%[46.1 µM]	-11.9%[46.1 µM]	-10.7%[46.1 µM]	?
GAA glycogen	2.2%	3.5%	0.8%	-1.3%	-1.5%	-7.2%	3.1%	-7.6%
aGal spleen mod	8.8%	1.2%	-7.6%	7.1%	9.9%	-5.3%	2.6%	-4.5%
ALDH1A1 block	0.6%	14.6%	?	6.1%	-3.8%	?	7.94µM*	-8.1%
Tau fluor cs	6.9%	-0.7%	-9.5%	-22.4%	-9.4%	-1.7%	-7.6%	?

# Assay outcomes from PubChem.
